# Source: PubChem BioAssay (several laboratories)
# SKN-1 block – C. elegans SKN-1 inhibition; C. elegans VP596 Pgst-4::GFP/RFP ratio, acrylamide-induced, 24 h; inhibition, % at 21.8 µM; 360,000 tested, 0.49% active;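 active = interference check ratio from 0.5 to 1.5 plus GFP to RFP signal ratio inhibition reaching or exceeding a fixed threshold, cut at about 30% in these data, passing the limit was not always enough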; note: some compounds called inactive have numbers as strong as hits
# E coli Lon inh – E. coli protease La inhibition; purified E. coli Lon protease, fluorescence polarization; inhibition, % at 7.94 µM; 360,000 tested, 0.42% active; AID 602123; in the data active = inhibition above about 13%, passing the limit was not always enough;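 note: 0% = enzyme with probe and DMSO and 100% = no enzyme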
# FAS-TE inh – inhibitors of human fatty acid synthase thioesterase domain; AID 602261; recombinant FAS-TE, OMFH fluorogenic substrate, fluorescence endpoint; inhibition, % at 15 µM; P49327; 360,000 tested, 0.67% active;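 active = compounds whose normalised, plate-corrected inhibition of enzyme fluorescence in the single-dose primary screen is 50% or more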;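 note: 0% = DMSO with enzyme and 100% = substrate without enzyme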
# MT1-MMP act inh – inhibitors of human MT1-MMP activation; P50281; GFP/RFP ratio change, % at 20 µM; 360,000 tested, 0.061% active; HT1080 RFP-PRO-GFP cells, GFP/RFP ratio fluorescence, overnight; percent of plate control window, DMSO zero; AID 651647;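 active = GFP/RFP ratio change of at least 30% with cell ATP level not reduced by more than half and red fluorescence within 50% of control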; note: strong numbers were not always called active
#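 Material – HT1080 RFP-PRO-GFP cells · Control set – DMSO wells and RFP-L50D-GFP cells · Incubation – overnight cell settling, then overnight compound exposure, 37 °C, 5% CO2 · Compound dosing – single-point 20 µM compound, 1% DMSO · Read-out – GFP/RFP fluorescence ratio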
# MLLE-PAM2 inh – blocks PAM2 peptide binding to the PABP1 MLLE domain | P11940 | GST-MLLE / FITC-PAM2 fluorescence polarization | inhibition, % at 20 µM | 360,000 tested, 0.36% active | AID 588489; in the data active = inhibition above about 35%, passing the limit was not always enough;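 note: plate controls were DMSO wells with GST-MLLE for no effect and wells lacking GST-MLLE protein for full effect; some results filed as inactive read as strong as hits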
# MsrA inhibitor – inhibits bovine methionine sulfoxide reductase A; purified bovine MsrA, absorbance read-out; inhibition, % at 15.5 µM; AID 651718; 360,000 tested, 0.75% active; in the data active = inhibition above about 4.5%;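 note: 0% = vehicle wells with enzyme and 100% = reference inhibitor wells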
# NRP1-CendR mod – NRP-1/CendR interaction modulation; O14786; FAM-RPARPAR peptide binding to NRP-1, fluorescence polarization; inhibition, % at 25 µM; 360,000 tested, 0.85% active; AID 602438;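 active = inhibition or corrected inhibition above about 18%, plus a signal ratio from 0.5 to 1.5, limit read from the data, passing the limit was not always enough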; note: strong numbers were not always called active
# Target sequence (O14786 whole entry, looked up): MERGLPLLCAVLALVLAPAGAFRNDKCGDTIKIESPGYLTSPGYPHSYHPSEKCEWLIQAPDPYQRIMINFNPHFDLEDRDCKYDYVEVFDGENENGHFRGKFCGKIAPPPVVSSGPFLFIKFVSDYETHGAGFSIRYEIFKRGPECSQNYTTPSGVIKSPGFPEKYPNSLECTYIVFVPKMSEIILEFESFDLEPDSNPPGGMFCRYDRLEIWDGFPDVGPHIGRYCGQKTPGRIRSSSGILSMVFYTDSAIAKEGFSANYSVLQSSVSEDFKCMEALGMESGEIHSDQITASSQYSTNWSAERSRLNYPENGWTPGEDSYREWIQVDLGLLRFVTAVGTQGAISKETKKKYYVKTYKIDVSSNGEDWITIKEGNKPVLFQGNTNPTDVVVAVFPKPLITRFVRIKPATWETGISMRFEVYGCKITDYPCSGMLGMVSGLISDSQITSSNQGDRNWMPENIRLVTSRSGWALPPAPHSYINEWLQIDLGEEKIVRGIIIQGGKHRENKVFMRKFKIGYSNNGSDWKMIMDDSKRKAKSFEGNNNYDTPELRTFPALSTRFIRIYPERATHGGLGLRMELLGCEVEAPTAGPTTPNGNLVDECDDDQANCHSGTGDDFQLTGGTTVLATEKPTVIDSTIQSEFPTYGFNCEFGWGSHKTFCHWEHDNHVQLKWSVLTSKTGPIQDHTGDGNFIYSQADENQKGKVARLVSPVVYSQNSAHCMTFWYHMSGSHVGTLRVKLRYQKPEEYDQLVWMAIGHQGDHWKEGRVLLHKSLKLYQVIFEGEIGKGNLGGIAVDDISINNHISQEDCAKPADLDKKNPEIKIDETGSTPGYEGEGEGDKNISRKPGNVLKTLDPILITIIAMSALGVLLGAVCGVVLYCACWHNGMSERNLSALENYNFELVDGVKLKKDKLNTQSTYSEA
# Tb MetRS inh – blocks T. brucei methionyl-tRNA synthetase activity; purified T. brucei MetRS, ATP depletion, Kinase-Glo luminescence; inhibition, % at 11.9 µM; 360,000 tested, 0.4% active;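 active = inhibition above a per-plate cutoff of the control wells' mean inhibition plus 3 SD, cut at about 5.5% in these data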;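 note: 0% = DMSO wells median and 100% = median of wells with control inhibitor compound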
#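 assay system = parasite MetRS enzyme | timing = 15 min preincubation, 2 h reaction, all 25 °C | evaluation = percent inhibition relative to median high and low control wells | medium = HEPES buffer containing pyrophosphatase, BSA, spermine, DTT | compound = single dose, 11.9 µM final nominal, 0.9% final DMSO | detection = Kinase-Glo luminescence, ATP depletion format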
# bovine MsrA act – activators of bovine methionine sulfoxide reductase A. purified bovine MsrA, absorbance read-out. activation, % at 10.6 µM. 360,000 tested, 0.3% active. AID 602163; in the data active = activation above about 7.5%;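 note: 0% = vehicle and 100% = reference activator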
# An asterisk follows results filed as active; & = joins results of further samples.
SMILES,SKN-1 block,E coli Lon inh,FAS-TE inh,MT1-MMP act inh,MLLE-PAM2 inh,MsrA inhibitor,NRP1-CendR mod,Tb MetRS inh,bovine MsrA act
CC(C)c1ccc(/C=C/C(=O)NC(=S)Nc2ccc(CN3CCOCC3)cc2)cc1,7,5,13,-7,22,3.7,-8,-0.5,3
CCN(CC)C(=O)CSc1nc2nc(C)cc(C)c2c(=O)[nH]1,13,-5,-6,2,15,1.3,5,0.0,-8
Cc1cccc(NC(=O)c2nc[nH]c2C(=O)NCc2ccccc2)c1,0,9,0,2,6,-0.5,16,-0.1,-6
COc1ccc(S(=O)(=O)N2CCOC2CNC(=O)C(=O)NCCN2CCOCC2)cc1 (stereo not given),1,2,-4,0,0,-0.4,11,-0.4,-5
COc1ccccc1OCCOCCOc1ccc(C)cc1Br,4,-14,24,-1,-4,0.8,-10,0.1,1
Cc1cc(NC(=O)c2ccc([N+](=O)[O-])cc2)n(CCC#N)n1,14,-1,-3,-1,-11,0.8,11,-0.1,-2
COc1ccc(S(=O)(=O)Nc2cc(C)ccn2)cc1OC,7,-7,-11,1,-11,0.6,-5,-0.6,0
COc1ccccc1C1CC(c2ccc(NS(C)(=O)=O)cc2)=NN1S(=O)(=O)c1ccccc1 (stereo not given),12,3,12,-4,5,1.3,-4,0.2,-2
CC(=O)c1c(C)[nH]c(C(=O)OCCOc2ccccc2)c1C,-4,-3,10,-6,1,-0.9,12,-0.3,-3
O=[N+]([O-])c1ccccc1/C=C/CN1CCSCC1,-5,8,-9,6,12,-0.1,-13,-1.2,-7

# Ordered by number of heavy atoms (rising): 8 of the compounds above
SMILES,SKN-1 block,E coli Lon inh,FAS-TE inh,MT1-MMP act inh,MLLE-PAM2 inh,MsrA inhibitor,NRP1-CendR mod,Tb MetRS inh,bovine MsrA act
O=[N+]([O-])c1ccccc1/C=C/CN1CCSCC1,-5,8,-9,6,12,-0.1,-13,-1.2,-7
COc1ccc(S(=O)(=O)Nc2cc(C)ccn2)cc1OC,7,-7,-11,1,-11,0.6,-5,-0.6,0
Cc1cc(NC(=O)c2ccc([N+](=O)[O-])cc2)n(CCC#N)n1,14,-1,-3,-1,-11,0.8,11,-0.1,-2
COc1ccccc1OCCOCCOc1ccc(C)cc1Br,4,-14,24,-1,-4,0.8,-10,0.1,1
Cc1cccc(NC(=O)c2nc[nH]c2C(=O)NCc2ccccc2)c1,0,9,0,2,6,-0.5,16,-0.1,-6
CC(C)c1ccc(/C=C/C(=O)NC(=S)Nc2ccc(CN3CCOCC3)cc2)cc1,7,5,13,-7,22,3.7,-8,-0.5,3
COc1ccc(S(=O)(=O)N2CCOC2CNC(=O)C(=O)NCCN2CCOCC2)cc1 (stereo not given),1,2,-4,0,0,-0.4,11,-0.4,-5
COc1ccccc1C1CC(c2ccc(NS(C)(=O)=O)cc2)=NN1S(=O)(=O)c1ccccc1 (stereo not given),12,3,12,-4,5,1.3,-4,0.2,-2

# Continuation.
SMILES,SKN-1 block,E coli Lon inh,FAS-TE inh,MT1-MMP act inh,MLLE-PAM2 inh,MsrA inhibitor,NRP1-CendR mod,Tb MetRS inh,bovine MsrA act
CC(=O)c1ccc(NCC2COc3ccccc3O2)c([N+](=O)[O-])c1 (stereo not given),4,-6,6,10,3,1.0,21,-1.6,-11
COc1ccc(C(=O)Nc2nc(CC(=O)NCc3ccc(F)cc3)cs2)cc1,-19,0,3,6,0,-0.4,-4,-0.4,-2
COC(=O)C1=C(C(=O)c2ccccc2)C(c2ccccc2)n2nnnc2N1 (stereo not given),-2,2,-13,0,7,1.4,-6,-0.5,-2
COCCn1c(SCC(=O)c2c(-c3ccccc3)n(C)c3ccccc23)nnc1-c1ccncc1,13,3,-9,2,-12,2.1,3,0.2,-3
CN(C)c1ccc(-c2ccnc3c2CC(C)(C(=O)NCc2ccc(F)c(F)c2)O3)cc1 (stereo not given),-1,1,28,-2,0,1.0,-14,0.3,-4
COC(=O)c1ccc(Nc2ccc3nonc3c2[N+](=O)[O-])cc1,-17,7,-7,0,6,1.0,1,-0.7,-2
CC1(C)CC(=O)C=C(Nc2ccc(Cl)c(Br)c2)C1,13,-1,4,-1,3,0.8,10,1.7,-2
C=CC(=O)OCCOCCOCCOCCOC(=O)C=C,-4,1,-4,1,7,-0.9,5,-1.1,-3
C=CCOC(=O)CCCCCCCC,-13,2,-3,-3,-4,0.9,0,-0.3,-3
COc1cccc(C2(O)CCN(C(=O)c3cccs3)CC2)c1,-11,-10,-12,4,4,-0.3,1,0.9,-11
CC(C)C(=O)Nc1ccc(C(=O)NNC(=O)CCc2ccccc2)cc1,6,-14,-9,-2,-2,0.2,6,-1.4,-6
CCCc1ccc(OCC(=O)O)cc1,7,-5,-11,-6,11,2.5,-7,-0.5,-1
Cn1nccc1C(=O)OCC(=O)Nc1ccccc1,23,-10,0,2,-6,0.5,-1,0.1,0
CC(C)Cc1nnc(NC(=O)CCc2c[nH]c3ccccc23)s1,2,-2,12,11,3,1.0,-7,-1.1,-8
Cc1c(C(=O)NCc2ccccn2)oc2ccc(S(=O)(=O)N3CCOCC3)cc12,-13,-3,-3,2,6,-0.3,8,-1.1,1
COC(=O)c1sccc1NC(=O)Nc1ccc(OC)cc1OC,4,5,3,-5,2,-0.4,9,0.1,-2
Cc1ccc(C(=O)N2CCN(c3ncccn3)CC2)cc1NC1=NC2CS(=O)(=O)CC2S1 (stereo not given),8,0,-3,3,4,0.8,-1,-0.4,-1
CCOc1ccccc1C(=O)NCC(=O)N(C)CC(=O)Nc1ccc(N2CCOCC2)cc1,-8,4,-6,1,-11,-0.1,15,-0.3,-3
Cc1ccc(C)c(NC(=O)CSc2n[nH]c(-c3ccccn3)n2)c1,-7,-3,-2,3,-24,1.2,0,-0.8,-1
Cc1sc(NC(=O)c2ccco2)c(C(c2cccnc2)N2CCC(C)CC2)c1C (stereo not given),32,0,28,-8,11,0.5,4,-0.1,6
CCC(=O)NCC(c1ccco1)N1CCN(c2ccc(OC)cc2)CC1 (stereo not given),-4,-4,-3,0,-6,0.1,19,-0.5,-1
COc1ccc(CNc2nc3ccccc3n2C)c(O)c1,-10,6,1,7,-1,-0.9,13,3.1,0
Cc1cc(-c2ccccc2)nc(SC(C(=O)O)c2ccccc2)n1 (stereo not given),2,8,-11,3,-2,1.5,-4,-0.3,0
COc1ccccc1CC(NC(C)=O)C(=O)NC1CCN(S(=O)(=O)c2ccccc2)CC1 (stereo not given),6,6,-3,-2,-5,-1.0,6,-0.5,-5
C/C(=N/NS(=O)(=O)c1ccc(Br)cc1)c1ccc(C)o1,-9,4,-4,1,8,0.1,-14,-0.6,-5
Cc1ccc(NC(=O)COC(=O)c2cccc(C)c2[N+](=O)[O-])cc1S(=O)(=O)N1CCCCC1,-3,9,29,11,-9,0.6,2,-0.5,-5
Cc1ccc(NC(=O)CN(C)S(=O)(=O)c2cccs2)cc1F,10,-2,5,8,6,1.5,-6,-0.3,-11
CCN(CC(=O)Nc1ccccc1OC)C(=O)c1cccc(-n2cccc2)c1,18,-8,-2,1,-3,-0.9,-6,0.1,-1
CCN1CCN(CCOc2ccc(Cl)cc2)CC1,2,-2,-8,0,4,0.3,3,0.4,-8
CC(NCCC(c1ccccc1)c1ccccc1)c1ccccc1 (stereo not given),9,-9,12,0,1,-1.1,-3,0.1,0

# Full records as entered above. Order of values: SKN-1 block	E coli Lon inh	FAS-TE inh	MT1-MMP act inh	MLLE-PAM2 inh	MsrA inhibitor	NRP1-CendR mod	Tb MetRS inh	bovine MsrA act
# `COc1ccc(CNc2nc3ccccc3n2C)c(O)c1` is listed as -10	6	1	7	-1	-0.9	13	3.1	0
# `CC(NCCC(c1ccccc1)c1ccccc1)c1ccccc1` (stereo not given) is listed as 9	-9	12	0	1	-1.1	-3	0.1	0

# (continued)
SMILES,SKN-1 block,E coli Lon inh,FAS-TE inh,MT1-MMP act inh,MLLE-PAM2 inh,MsrA inhibitor,NRP1-CendR mod,Tb MetRS inh,bovine MsrA act
CCN(CC(=O)Nc1c(F)cccc1F)C(=O)C1CCN(c2ncnc3sc(C)c(C)c23)CC1,-5,-10,4,-10,-29,-0.1,1,-0.4,-4
COc1ccccc1-c1nnc2sc(-c3cnccn3)nn12,7,2,10,1,-29,2.8,-18,-0.4,-1
CC1(c2nnc(-c3ccccc3)o2)CC(c2c(Cl)cccc2Cl)=NO1 (stereo not given),-10,5,25,-1,5,-0.3,3,-0.3,-5
Cc1cc(C)c(NC(=O)CCCN2CCOCC2)c(C)c1,-3,-1,-13,0,4,0.7,-3,-0.9,-6
Cc1ccc(-c2nnc(-c3ccccc3)o2)cc1,13,-5,-1,8,4,-1.4,0,-2.0,-4
O=[N+]([O-])c1ccc(-[n+]2nc(-c3ccccc3)nn2-c2ccccc2)cc1,8,-5,-1,13,-7,26*,-6,-0.2,7.8*
O=C(Nc1ccc2c(c1)C(N1CCOCC1)c1ccccc1-2)C(F)(F)F (stereo not given),2,-6,2,-3,-4,-0.2,5,0.1,-2
Cc1cnc(C(=O)OCC(=O)N2c3ccccc3CC2C)cn1 (stereo not given),-2,-4,-3,1,2,0.3,-3,-0.6,-4
O=C(Cc1cccs1)N1CCN(S(=O)(=O)c2ccc(Cl)c(C(F)(F)F)c2)CC1,-14,-5,14,3,-27,-0.3,-3,-0.3,-6
CCc1noc(C)c1C(=O)Nc1nc(-c2ccccc2)cs1,10,-4,7,0,-1,-1.1,-5,-0.3,-3
CC1=C/C(=N\OC(=O)/C=C/c2ccccc2)C(C)=CC1=O,0,-5,-6,2,18,0.8,8,-1.7,-13
CCN(CC)Cc1cc(Nc2ccnc3cc(Cl)ccc23)ccc1O,8&11,-2&-1,-1&-2,-1&-8,6&-15,0.6&0.8,-2&14,0.3&2.2,-9&-2
CCOC(=O)C1=C(C)N(c2ccccc2)C(=O)/C1=C\c1ccc(O)c(OC)c1,3,-18,-2,0,21,1.9,-9,0.0,-9
COc1cc(N=Nc2cccc(S(N)(=O)=O)c2)c2ccccc2c1N,8,-226,13,-29,-158,-0.6,-77,-0.8,-1
O=C(O)c1cccc(N2C(=O)c3cccc(Oc4ccc(Cl)cc4)c3C2=O)c1,13,-8,-1,1,8,1.5,13,0.8,-4
COc1ccc(-c2c(-c3ccc(OCC(=O)NN)cc3O)n[nH]c2C)cc1,7,0,-51,8,-8,-1.2,-6,-0.2,-2
CCOC(=O)COc1ccc(Oc2nc(C)cc(OC)n2)nn1,5,2,-10,1,-10,-0.8,-2,0.2,-2
CN1CCC(N(C)C(=O)c2ccc(Cl)c(S(=O)(=O)Nc3ccc(Cl)cc3)c2)CC1,-10,-21,-3,-6,-2,1.2,9,0.1,-2
Clc1cccc(Cl)c1NC1=NCCC1,1,1,-6,-1,-2,0.7,1,-0.8,-11
C=CCn1c(SCC(=O)N2CCc3ccccc3C2)nc2sc(C)c(C)c2c1=O,8,-6,27,0,10,-0.8,7,0.7,-2

# Outcome played no part in choosing rows; about 4% have a hit in one of these screens.
